Statin myotox sup: suppression of simvastatin myotoxicity; C2C12 myotubes + simvastatin, ATP luminescence, 48 h; scaled: DMSO 0, geranylgeraniol control 100; rescue of ATP level, % at 7.49 µM; 0.78% of 330,000 active; AID 602340;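 active = mean ATP rescue above about 67%, or every replicate alone reaching that limit, limit read from the data, passing the limit was not always enough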;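 also: myotubes were challenged with 10 µM simvastatin during compound exposure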
INS-1E GSIS act: GLuc luminescence reporter in INS-1E cells, primary screen for activators of glucose-dependent secretion of insulin; INS-1E GLuc reporter insulin secretion, 2-3 h; activation, % at 16.6 µM; 0.61% of 370,000 active;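 active = lowest replicate activation of at least 40%, so every replicate reaches that level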;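 also: 0% = median of neutral control wells and 100% = median of IBMX positive control wells; some compounds called inactive have numbers as strong as hits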
ARNT-TACC3 inh: disruptors of human ARNT/TACC3 interaction | Q9Y6A5 | AlphaScreen His-ARNT PAS-B/GST-TACC3 binding, luminescence; TACC3 fragment carries E629A point mutation | inhibition, % at 9.99 µM | 0.66% of 390,000 active | AID 623870;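 active = mean inhibition of replicates at least 50% and at least half of replicates each reaching 50%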;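 also: 0% = complete ARNT plus TACC3 wells and 100% = ARNT alone without TACC3; many hits fall short of the cut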
PGC1a acetyl inh: lowers PGC1a acetylation signal in U2OS cells; AlphaScreen anti-acetyl-lysine; with virally co-expressed GCN5 acetyltransferase; AID 651687; inhibition, % at 15.6 µM; 0.17% of 350,000 active;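 active = every replicate shows inhibition of at least 40%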;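 also: 0% = neutral control wells and 100% = positive control wells; some results beyond the cut were filed as inactive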
PAX8 inh HTS: inhibitors of PAX8 transcriptional activity in RMG-I cells. RMG-I TPO-luciferase reporter, SteadyGlo, 24 h. inhibition, % at 12.6 µM. 1.2% of 360,000 active;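 active = mean replicate inhibition at least 60% with every replicate also reaching 60%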;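 also: luciferase light reporting Pax8 driven TPO promoter activity; plate controls were median of neutral control wells for no effect and mitoxantrone controls for full effect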
LGR2 inh: blocks bursicon-induced cAMP signaling via Drosophila LGR2 | inhibition, % at 9.99 µM | HEK293 LGR2, CRE-luciferase, bursicon-stimulated, 4 h | 0.35% of 380,000 active;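 active = drop in luminescence signal, shown as inhibition above about 50% in the replicate tests, limit read from the data, passing the limit was not always enough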;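 also: agonist challenge used bursicon conditioned medium at about half maximal strength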
PglD DTNB: blocks C. jejuni PglD acetyltransferase activity | 0.098% of 360,000 active | purified PglD enzyme, DTNB colorimetric CoA detection | AID 602405 | inhibition, % at 12.5 µM; in the data active = inhibition above about 16%, passing the limit was not always enough; also: strong numbers were not always called active
Cneo AK release: causes C. neoformans cell lysis. adenylate kinase release luminescence, 4 h; normalised: neutral wells 0, clomiphene wells 100. lysis activity, % at 15 µM. 0.2% of 360,000 active. AID 651654;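 active = mean lysis activity across replicates of at least 80%, whatever share of replicates individually reach that level; inactive = mean lysis activity below 80%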
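Test system: log-phase Cryptococcus neoformans yeast cells; Quantity: yeast cell density of 5 × 10^6 cells/mL; Buffer or medium: YPD; Doses: single compound concentration per well; Timing: 4 h at 37 °C static, read 1 h later; Measured by: AK luminescence; Read-out basis: lysis from increased AK signal; Control set: Clomiphene as positive control.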
The depositor's hits bear a star; nt = no result given. Rows are unselected (roughly 2.9% active in at least one column).

SMILES	Statin myotox sup	INS-1E GSIS act	ARNT-TACC3 inh	PGC1a acetyl inh	PAX8 inh HTS	LGR2 inh	PglD DTNB	Cneo AK release
COc1ccc(S(=O)(=O)N/N=C(/C)c2ccc(C)o2)cc1	nt	2	-5	5	-7	4	nt	nt
Cc1ccc(-c2ccc([C@H]3[C@H](CO)N4C(=O)CN(C(=O)c5ccccc5)C[C@@H]34)cc2)cc1	nt	-16	nt	4	-26	-2	nt	nt
CC(C)(C)C(=O)CNS(=O)(=O)c1ccc(S(=O)(=O)NC2CCCC2)cc1	-7	-6	-20	-5	nt	-6	1	-1
COc1ccc(NC(=O)N(C)C[C@@H]2Oc3ncc(-c4cccnc4)cc3C(=O)N([C@@H](C)CO)C[C@@H]2C)cc1	-7	31	-1	-3	19	0	-1	-1
CC(C)NC(=O)Nc1ccc2c(c1)C(=O)N([C@@H](C)CO)C[C@@H](C)[C@@H](CN(C)Cc1ccc(C(=O)O)cc1)OCCCC[C@@H](C)O2	nt	35	-14	-7	-1	1	-1	-1
CCCN1C(=O)c2ccccc2NC1c1ccc(Cl)c(Cl)c1 (stereo not drawn)	0	-20	-4	-16	4	4	0	1
O=C1Cc2cc(NS(=O)(=O)c3ccc([N+](=O)[O-])cc3)cc3c2N1CCC3	8	11	13	nt	17	7	3	2
O=C(CN1CCN(Cc2ccccc2)CC1)NCc1ccccc1Cl	2	2	5	8	26	11	0	-1
CCOC(=O)c1ccc(CNCc2ccccc2)cc1	nt	7	-7	nt	-72	-34	nt	nt
CC(O)(P(=O)(O)O)P(=O)(O)O	-9	16	-7	-12	4	-1	-4	4
CC(=O)c1cccc(NC(=S)Nc2cccc3ccccc23)c1	7	7	4	nt	-6	-46	-4	-2
CCOc1nc(NCCO)nc(Nc2ccccc2F)n1	nt	38	-7	nt	-64	-30	nt	nt
C[C@H](CO)N1C[C@H](C)[C@@H](CN(C)C(=O)c2ccc(F)cc2)Oc2ncc(/C=C/c3ccccc3)cc2C1=O	34	-31	12	-6	nt	-2	2	-1
C[C@H]1CN([C@@H](C)CO)C(=O)c2cccc(NC(=O)C3CCCCC3)c2O[C@H]1CN(C)Cc1ccncc1	-8	4	-3	0	-2	-19	0	-4
O=C(NCCCC(=O)N1CCCCC1)c1ccc(Cl)cc1	nt	13	3	nt	9	11	nt	2
C/C(=C\C(=O)OCCCCCCCCC(=O)O)C[C@@H]1OC[C@H](C[C@@H]2O[C@H]2[C@@H](C)[C@H](C)O)[C@@H](O)[C@H]1O	-6	nt	-1	15	-7	14	-3	0
CN(c1ccc(C(=O)NCCSC(C)(C)C)cc1)S(=O)(=O)c1ccccc1	7	-24	-5	-7	-12	-27	-6	5
O=C(Nc1ccccc1-c1ccccc1)c1ccccc1[N+](=O)[O-]	9	-3	nt	nt	-18	0	-5	5
O=C(c1ccncc1)N1CC[C@@H]2[C@H](CO)Nc3ccc(-c4ccc(F)cc4)cc3[C@@H]21	-20	3	-3	-9	-6	10	0	-2
COc1ccccc1CN(C)C[C@H]1OCc2cn(nn2)CCCC(=O)N([C@H](C)CO)C[C@H]1C	8	8	2	0	nt	0	-1	-12
CSc1nnc(NC(=O)c2ccc(C)c(S(=O)(=O)N3CCOCC3)c2)s1	10	nt	-3	13	nt	nt	-5	-1
C[C@H]1CN([C@@H](C)CO)C(=O)c2cc(NC(=O)Cc3ccccc3)ccc2O[C@H]1CN(C)C(=O)Nc1ccccc1	3	-2	-6	0	11	6	0	0
CC1CCN(C(=O)/C(=C\c2ccccc2)NC(=O)c2ccccc2)CC1	40	-3	2	-1	0	7	1	-1
COc1ccc(-c2csc(NC(=O)CN3C(=O)CCC3=O)n2)cc1	nt	-10	3	-1	0	-32	nt	nt
CCOC(=O)C(NC(=O)c1ccc(OC)cc1)(OCC1(CC)COC1)C(F)(F)F (stereo not drawn)	4	7	2	nt	nt	10	7	1

4 compounds drawn at random from the list so far:
SMILES	Statin myotox sup	INS-1E GSIS act	ARNT-TACC3 inh	PGC1a acetyl inh	PAX8 inh HTS	LGR2 inh	PglD DTNB	Cneo AK release
O=C1Cc2cc(NS(=O)(=O)c3ccc([N+](=O)[O-])cc3)cc3c2N1CCC3	8	11	13	nt	17	7	3	2
COc1ccc(NC(=O)N(C)C[C@@H]2Oc3ncc(-c4cccnc4)cc3C(=O)N([C@@H](C)CO)C[C@@H]2C)cc1	-7	31	-1	-3	19	0	-1	-1
CC1CCN(C(=O)/C(=C\c2ccccc2)NC(=O)c2ccccc2)CC1	40	-3	2	-1	0	7	1	-1
CC(C)NC(=O)Nc1ccc2c(c1)C(=O)N([C@@H](C)CO)C[C@@H](C)[C@@H](CN(C)Cc1ccc(C(=O)O)cc1)OCCCC[C@@H](C)O2	nt	35	-14	-7	-1	1	-1	-1

Next part
SMILES	Statin myotox sup	INS-1E GSIS act	ARNT-TACC3 inh	PGC1a acetyl inh	PAX8 inh HTS	LGR2 inh	PglD DTNB	Cneo AK release
O=C(CCc1ccccc1)NNC(=O)COc1ccc(Br)cc1	9	10	-7	0	-14	3	-1	1
CCCc1cn(CC[C@@H]2CC[C@@H](NC(=O)C3CC3)[C@H](CO)O2)nn1	3	4	1	-5	-18	-7	-2	-3
O=C(Nc1ccncc1)C1CCN(S(=O)(=O)c2ccc(Cl)c(C(F)(F)F)c2)CC1	6	-21	7	-6	12	4	2	4
COc1cccc(C2=NOC(C(=O)N3CCN(c4ccccc4)CC3)C2)c1OC (stereo not drawn)	5	nt	4	nt	-5	-10	0	-2
CCC(NC(=O)c1ccccc1NC(=O)c1ccc(C)cc1)C(=O)O (stereo not drawn)	-4	nt	2	-4	nt	nt	8	-1
CC(C)(C)NC(=O)COC(=O)c1cc(S(=O)(=O)N2CCCCC2)ccc1N1CCOCC1	-12	nt	-5	4	nt	nt	3	-4
COc1ccc(C)cc1S(=O)(=O)Nc1cc2c3c(c1)CCN3C(=O)CC2	-2	25	-3	-4	-21	-4	-2	-1
c1ccc(-c2cc3c(N4CCN(c5ccccc5)CC4)ncnc3s2)cc1	9	-4	-9	6	31	-41	2	1
CCC(=O)Nc1ccc2c(c1)C(=O)N(C)[C@@H]1CC[C@@H](CC(=O)Nc3cccc(OC)c3)O[C@@H]1CO2	59	-7	nt	-5	9	-4	nt	nt
NNC(=O)c1ccc(Oc2cc(Cl)cc(Cl)c2)o1	15	15	17	1	7	4	nt	nt
N#Cc1cc(-c2ccccc2)nc(Oc2ccc(Cl)cc2)n1	nt	-14	-1	nt	-71	-1	nt	nt
COc1ccccc1C(=O)Nc1ccc2c(c1)nc(CN1CCN(C(C)=O)CC1)n2C	0	nt	2	-5	nt	nt	-1	0
O=C(CN1C(=O)/C(=C\c2cccc(F)c2)Oc2ccccc21)N1CCN(c2ccccn2)CC1	-18	12	-19	4	5	-2	7	2
CC1=C(CC(=O)NCC(=O)NCC(=O)O)c2cc(F)ccc2/C1=C/c1ccc(S(C)=O)cc1 (stereo not drawn)	0	10	8	-14	-15	17	-1	-2
C[C@@H](C(=O)NCCc1c[nH]c2ccccc12)[C@@H]1C[C@@]1(C)[C@@H](NC(=O)OCc1ccccc1)c1ccccc1	17	-7	2	nt	13	16	0	1
CCCCN(C)C(=S)Nc1ccc2nc3n(c(=O)c2c1)CCCCC3	nt	-3	1	nt	4	34	nt	nt
CC(=O)Nc1ccc(SC(C)C(=O)NC(N)=O)cc1 (stereo not drawn)	20	nt	1	nt	-10	nt	0	0
COc1ccc(NC(=O)CSc2nnc(-c3cc(C)[nH]n3)n2N)cc1	9	7	-4	7	0	10	-1	-1
O=C(NCCCN1CCCC1)c1ccc(CS(=O)(=O)c2ccc(Br)cc2)o1	-10	8	1	nt	-12	14	-1	1
CCOC(=O)CNC(=O)CSc1nc2cccnc2n1CC	nt	0	-10	6	6	nt	1	-2
COc1ccc(NC(=O)N(C)C[C@@H]2Oc3ccc(NC(=O)Nc4cccc5ccccc45)cc3CC(=O)N([C@@H](C)CO)C[C@H]2C)cc1	8	-5	1	3	-9	15	9	-1
CCOc1ccc([C@@H]2CC=C(C(=O)O)[C@H](c3ccc(Cl)cc3)N2S(=O)(=O)c2ccc(C)cc2)cc1	8	8	-2	nt	-28	-1	-7	-5
CCS(=O)c1ccccc1C(=O)OCC(=O)Nc1ccc2ccccc2c1 (stereo not drawn)	-4	-26	-1	6	4	-4	0	0
Cc1ccc2[nH]c(=O)cc(C(=O)OC(C)C)c2c1	nt	38	0	11	2	3	nt	nt
O=C(NCCN1C(=O)S/C(=C\c2cccs2)C1=O)c1ccco1	nt	5	-10	-2	3	14	nt	nt
SMILES	Statin myotox sup	INS-1E GSIS act	ARNT-TACC3 inh	PGC1a acetyl inh	PAX8 inh HTS	LGR2 inh	PglD DTNB	Cneo AK release
COc1cc(OC)cc(C(=O)Nc2cccc(C(C)=O)c2)c1	-2	nt	-3	3	nt	nt	1	-1
CCOC(=O)c1cccc(NC(=O)C2CCCN(c3nnc(N4CCCC4=O)s3)C2)c1 (stereo not drawn)	2	nt	-3	-15	12	13	-2	0
O=c1ccc(-c2ccc(S(=O)(=O)NCc3cccc(Br)c3)s2)n[nH]1	-3	17	4	11	17	-10	-4	1
O=C(COC(=O)c1cc2ccccc2cc1O)Nc1ccccc1F	10	32	-2	-3	14	-14	-4	0
NS(=O)(=O)c1ccc(CCNC(=O)C2CCN(S(=O)(=O)c3cccc4cccnc34)CC2)cc1	3	nt	3	-15	nt	nt	-2	0
CN(C)c1nc(/C=C(\C#N)C(N)=O)c(Cl)n1-c1ccc(F)cc1	-6	6	-2	20	15	-7	-2	1
C[C@H]1CN([C@@H](C)CO)S(=O)(=O)c2ccc(C3=CCCCC3)cc2O[C@@H]1CN(C)Cc1ccncc1	-82	0	4	-27	nt	7	8	-6
CN1C(=O)c2cc(NC(=O)c3ccc(F)cc3)ccc2OC[C@@H]2O[C@@H](CC(=O)NC3CCC3)CC[C@@H]21	4	-13	-6	-9	0	13	3	-3
CC(=O)N1N=C(c2ccc(C)c([N+](=O)[O-])c2)OC1(C)C	nt	1	6	nt	0	4	nt	nt
CC(C)c1nc2c(c(=O)c3ccccc3n2C)c(=O)n1CCc1ccccc1	nt	nt	nt	-4	8	nt	-2	0
CC(=O)N1[C@@H]2Cn3c(ccc(C4=CCCC4)c3=O)[C@H]1[C@@H](C(=O)NC1CCC1)[C@@H]2CO	2	5	-6	nt	nt	10	0	-5
CO[C@H]1CN(C)C(=O)c2ccc(NC(C)=O)cc2OC[C@H](C)N(C(=O)C2CCOCC2)C[C@H]1C	5	13	4	3	nt	3	2	-1
COc1ccc(-c2oc(=O)c3cc(OC)c(OC)cc3c2/C=C/c2ccc([N+](=O)[O-])cc2)cc1	3	1	1	-12	-23	-4	-122	0
C/C=C/c1cnc2c(c1)C(=O)N([C@@H](C)CO)C[C@@H](C)[C@@H](CN(C)C(=O)Nc1cccc(OC)c1)O2	36	-4	-9	-9	0	15	-2	0
COc1ccc(C(=O)NN2C(=O)C3C4C=CC(O4)C3C2=O)cc1 (stereo not drawn)	nt	nt	-4	-2	nt	nt	-2	3
O=C(Cc1cc(=O)[nH][nH]1)N/N=C/c1ccccc1[N+](=O)[O-]	2	4	9	0	-20	-1	-2	-3
O=C(Nn1cnc2ccccc2c1=O)c1ccccc1Cl	43	4	2	-29	nt	-13	6	0
CCOC(=O)C1CCN(CCCSc2ccc(C)cc2)CC1	7	12	6	0	11	3	1	8
Cc1nn(Cc2ccc(C(=O)Nc3ccccc3F)cc2)c(C)c1Cl	nt	2	-8	nt	3	5	3	0
CC(C)NC(=O)N(C)C[C@H]1Oc2ncc(C#CC3CCCCC3)cc2C(=O)N([C@@H](C)CO)C[C@H]1C	-29	-11	nt	14	nt	-10	nt	nt
Cc1ccc(S(=O)(=O)N2C[C@@H](O)COC[C@@H]3O[C@@H](CC(=O)N[C@@H]4CCN(Cc5ccccc5)C4)CC[C@H]32)cc1	-2	4	4	5	14	-9	0	4
